# Assay outcomes: PubChem BioAssay, National Center for Advancing Translational Sciences (NCATS)
# GALK inhibitor: inhibitors of human galactokinase. P51570. Purified GALK, Kinase-Glo residual ATP luminescence. Potency, µM (titrated, usually from 57.5 µM), without a hit: at the top dose activity change, negative = inhibition, hits mostly inhibitors. 270,000 compounds, 0.007% hits; note: potency is the fitted concentration of half-maximal effect
#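 Kinase-Glo Plus luminescence measured ATP left after a 1 h room-temperature reaction. The reaction used 5 nM GALK, 100 uM galactose and 35 uM ATP at pH 8.0 (20 mM HEPES, 5 mM MgCl2, 60 mM NaCl, 1 mM DTT, 0.01% BSA).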
# Coupling enz: counter-screen for Giardia aldolase inhibitors: coupling enzyme system | 290,000 compounds, 0.67% hits | AID 2472 | coupling enzyme system counterscreen, AmpLite Red fluorescence | activity change, negative = inhibition, % at 58.2 µM, hits read low; in the data active = activity change below about -30%
#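 First, compound is pin-transferred into glyceraldehyde-3-phosphate coupling-enzyme reagent at 57.5 uM final and held 10 min at RT. Next, substrate, coupling system and AmpLite Red are added. After 20 min RT, fluorescence (525/598 nm) is read.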
# KCNH2 3.1 block: KCNH2 3.1 (human) potassium channel inhibition; U2OS KCNH2 3.1, thallium flux FluxOr; hits give low values; activity change, % (tested at about 1.8 µM); 340,000 compounds, 0.95% hits; AID 720553;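 active = maximum activity change below -70%; inconclusive = maximum activity change from -70% to -50%; inactive = maximum activity change above -50%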;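 note: thallium influx rate constant from kinetic fluorescence after stimulation buffer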
#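 Virally transduced U2OS (3.1 isoform, 4 h infection in dark at RT) → overnight 37 C → FluxOr + Red40 in HBSS/HEPES, 45 min → stimulation buffer, 2 min kinetic read → rate constant vs DMSO controls.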
# PKM2 activator: activators of human pyruvate kinase M2 | 260,000 compounds, 0.34% hits | Potency, µM (top dose mostly 57.5 µM), inactives show top-dose activation, actives largely listed as activators | P14618 | purified PKM2, Kinase-Glo ATP luminescence, activation; response scale: 0% is enzyme alone, no compound; note: potency is the fitted concentration of half-maximal effect; nearly all actives have a fitted effect of over 55% in size
# Target sequence (P14618 whole entry, looked up): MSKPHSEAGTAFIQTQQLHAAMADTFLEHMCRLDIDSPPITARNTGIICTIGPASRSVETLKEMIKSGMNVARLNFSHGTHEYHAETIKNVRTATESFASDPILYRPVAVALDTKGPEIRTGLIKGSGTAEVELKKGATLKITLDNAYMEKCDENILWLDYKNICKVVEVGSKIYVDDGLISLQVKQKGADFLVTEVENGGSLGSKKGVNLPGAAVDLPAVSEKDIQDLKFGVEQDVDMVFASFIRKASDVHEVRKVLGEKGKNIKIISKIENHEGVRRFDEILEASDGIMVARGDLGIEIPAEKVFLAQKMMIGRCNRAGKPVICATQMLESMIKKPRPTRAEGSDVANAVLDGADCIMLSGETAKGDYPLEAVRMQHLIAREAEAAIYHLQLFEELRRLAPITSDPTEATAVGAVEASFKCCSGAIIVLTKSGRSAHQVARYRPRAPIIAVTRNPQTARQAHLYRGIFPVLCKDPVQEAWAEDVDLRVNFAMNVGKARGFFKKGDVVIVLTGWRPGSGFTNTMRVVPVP
#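 hPK-M2, >95% pure; 0.1 mM ADP / 0.5 mM PEP final; imidazole pH7.2 buffer w/ 7 mM MgCl2, 50 mM KCl; 1 h RT; Kinase-Glo lum. Intermediate enzyme activity for dual inhibitor/activator qHTS.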
# B2AR arrestin: agonists driving beta-arrestin recruitment to human beta2-adrenergic receptor; P07550; beta-arrestin recruitment to beta2AR, cell-based reporter; Potency, µM (doses to about 46.1 µM), for the others: at the top dose activation, usual class: activators; 330,000 compounds, 0.02% hits;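 note: potency is the fitted concentration of half-maximal effect; 0% = DMSO controls and full agonism = EC100 isoproterenol or metaproterenol; nearly all actives have a fitted effect of over 65% in size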
# Giardia kill: kills Giardia lamblia; Giardia lamblia trophozoite viability; activity change, % at 7.66 µM, hits read low; 340,000 compounds, 0.15% hits; AID 540267; in the data active = activity change below about -80%; inconclusive = between about -30% and that limit;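 note: parasites exposed to compound for two days anaerobically before the ATP read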
#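 Media and compound were dispensed first, then trophozoites at 100 cells/well; plates sat 48 hrs at 37 deg C without oxygen before ATP luminescence reagent was added and read after 15-30 min at room temperature.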
# uPA surface inh: blocks generation of uPA at the cell surface; 330,000 compounds, 0.31% hits; Potency, µM (doses to about 38.3 µM), for the others: top-dose activity change, negative = inhibition, hits mostly inhibitors; cell surface uPA generation assay, qHTS; active = well fitted inhibition curve with a large enough effect; inconclusive = small, poorly fitted or top-dose-only effect; inactive = no such curve, though single readings can be large or run the other way; tested in mouse RAW 264.7 cells; note: potency is the fitted concentration of half-maximal effect; nearly all actives have a fitted effect of over 55% in size
# USP2a inh: USP2a (human) protease inhibition | 330,000 compounds, 0.01% hits | Potency, µM (titrated, usually from 38.3 µM), without a hit: at the highest dose activity change, negative = inhibition, usual class: inhibitors | USP2 core, Ub-CHOP2 coupled fluorogenic reporter, 485/531 | AID 463254 | O75604;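 note: potency is the fitted concentration of half-maximal effect; plate controls were DMSO wells for no effect and full inhibition by NEM control for full effect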
#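 USP2 core (10nM final) preincubated 30min RT with compound in 20mM Tris-HCl pH 8.0, 2mM CaCl2, 2mM beta-mercaptoethanol, 0.05% CHAPS; 25nM Ub-CHOP2 plus 25nM reporter substrate added, fluorescence (Ex485/Em531) read after 60min.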
# hERG WT inh: KCNH2 (human, wildtype) channel inhibition; activity change, % at 1.84 µM; U2OS, BacMam KCNH2, thallium flux FluxOr; hits give low values; Q12809; 340,000 compounds, 0.37% hits;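 active = maximum activity change below -70%; inconclusive = maximum activity change between -70% and -50%; inactive = maximum activity change above -50%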
#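 U2OS cells transduced with wild-type KCNH2 virus are loaded with FluxOr dye for 45 min, and thallium flux is measured in kinetic reads before and after stimulation buffer. Rate constants are normalized to DMSO controls.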
# Eya2 phos inh: blocks the phosphatase activity of human Eya2. Potency, µM (highest dose often 76.9 µM), for inactives: top-dose activity, negative = inhibition, hits mostly inhibitors. 330,000 compounds, 0.006% hits. recombinant Eya2, OMFP fluorescence dephosphorylation (OMFP is methylfluorescein phosphate). AID 488837; note: potency is the fitted concentration of half-maximal effect
# Target sequence (O00167 whole entry, looked up): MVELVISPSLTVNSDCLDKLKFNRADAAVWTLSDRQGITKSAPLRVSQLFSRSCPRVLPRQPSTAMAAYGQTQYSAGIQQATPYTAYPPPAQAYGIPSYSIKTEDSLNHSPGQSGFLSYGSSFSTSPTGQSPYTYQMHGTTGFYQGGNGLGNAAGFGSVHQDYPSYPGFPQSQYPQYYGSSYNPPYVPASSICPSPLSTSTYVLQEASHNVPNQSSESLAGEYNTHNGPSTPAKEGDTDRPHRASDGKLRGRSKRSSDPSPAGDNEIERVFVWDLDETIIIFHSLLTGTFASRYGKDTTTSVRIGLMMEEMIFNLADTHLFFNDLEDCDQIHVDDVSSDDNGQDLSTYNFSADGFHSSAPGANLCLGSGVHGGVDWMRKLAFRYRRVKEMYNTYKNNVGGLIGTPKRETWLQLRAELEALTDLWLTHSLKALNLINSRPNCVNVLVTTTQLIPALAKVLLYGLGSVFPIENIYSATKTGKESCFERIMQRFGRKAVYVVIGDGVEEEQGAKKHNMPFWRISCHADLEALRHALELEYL
#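 Eya2 protein (added as 0.2 uM solution) was preincubated with compound for 10 min at ambient temperature in 50 mM HEPES pH 7.5, 50 mM NaCl, 5 uM MgCl2, 0.05% BSA, 1 mM DTT. OMFP (added at 50 uM) then reacted 10 min; fluorescence read at 485/525 nm.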
# Chronic BCR inh: chronic active BCR signaling inhibition; AID 493014; Potency, µM (doses to about 46.1 µM), inactives show at the highest dose ratio change, negative = lower green/red ratio, hits mostly inhibitors; 340,000 compounds, 0.05% hits; ABC-DLBCL IkBa-CBG/CBR reporter, luminescence ratio, 4 h; active = well fitted inhibition curve with a large enough effect in the signal ratio, with a control signal flat, not every such curve was filed as active; inconclusive = small, poorly fitted or top-dose-only effect, or effect the other way, or a change in a side signal; the % refers to the signal ratio;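 note: potency is the fitted concentration of half-maximal effect; plate controls were basal doxycycline-induced cells for no effect and cells given 10 µM MG132 for full effect; MG132 reads +100%, hits lower the ratio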
#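 Cell line TMD8 (human ABC DLBCL), stably expressing tet-inducible CBG68-IkBa fusion and CBR; IMDM/0.5% FBS; cpd up to 46 uM; dox induction, 4 h, 37C/5% CO2; dual luminescence; green/red ratio; MG132 control.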
# * = called active by the depositor; u = inconclusive; x = not tested or not shown; & = joins results of further samples; [ ] = remark or other dose. Unless noted, calls come from the whole dose curve; as a rule, active = well fitted curve in the direction sought with a large enough effect; inconclusive = small, poorly fitted or top-dose-only effect, or another doubt; inactive = no such curve, though single readings can be large; an effect the other way counts as inactive or inconclusive. Unless noted, % is set by controls: 0 for no effect and ±100 for the full control effect.
SMILES,GALK inhibitor,Coupling enz,KCNH2 3.1 block,PKM2 activator,B2AR arrestin,Giardia kill,uPA surface inh,USP2a inh,hERG WT inh,Eya2 phos inh,Chronic BCR inh
CCN1CCN(C(=O)CN(CC)S(=O)(=O)c2ccc3ccccc3c2)CC1,-2.8%,0.2,23.6,-3.8%,0.0%,10.5,5.2%,1.3%,-7.2,-5.2%,0.5%
O=S(=O)(c1cccs1)N1CCN(CCOc2ccc(Cl)cc2)CC1,x,x,-25.0,x,-0.2%,7.5,2.9%,4.1%,9.2,0.5%,2.1%
COC(=O)c1cn(C)c2ccc(S(=O)(=O)N3CCCC3)cc2c1=O,-2.0%,21.8,11.4,-0.1%,0.5%,9.7,x,2.4%,12.9,6.3%,16.5%
CC1=NN(c2ccc(C)cc2)C(=O)/C1=C\c1ccc(Br)s1,-2.1%,-0.8,4.6,-17.2%,0.4%,-10.9,8.1%,-0.6%,3.7,5.9%,u
COc1cccc(Nc2nc3ccccc3n3nnnc23)c1,-3.0%,0.2,2.4,5.7%,0.2%,-0.2,-10.7%,3.7%,6.8,-10.8%,u
C/C(=N\Nc1cc(Cl)nc(C)n1)c1ccccc1,1.8%,-8.6,2.0,-2.2%,-1.2%,4.3,x,-1.4%,-0.1,-5.6%,-9.6%
Cn1c(=O)[nH]c(=O)c2cc(C(=O)c3cc(F)ccc3O)cnc21,12.1%,-1.1,-9.2,-7.6%,0.3%,2.3,-2.0%,-6.0%,-4.0,4.9%,4.1%
CC(=O)N1CCOCCOCCN(C(C)=O)CCOCCOCC1,-1.5%,0.7,-7.6,0.7%,0.2%,12.2,3.2%,-0.3%,-4.6,-1.4%,0.6%
Cc1nn(-c2ccccc2)c2nc(N)c(C#N)c(-c3ccc(O)c(O)c3)c12,x,-9.5,21.9,x,0.5%,-5.4,-5.5%,-10.8%,16.4,-8.6%,u
COc1ccc(Cl)c(S(=O)(=O)N2CCCC2)c1,-1.6%,-4.7,-14.9,-3.6%,-0.1%,13.4,-4.4%,4.0%,-4.6,11.6%,0.1%
COc1ccc(OCCNS(=O)(=O)c2cccc([N+](=O)[O-])c2)cc1,0.0%,-1.1,-1.2,12.6%,-1.0%,-5.3,-0.4%,0.8%,0.7,3.9%,-1.1%
CCOCCc1c(O)nc(SC)[nH]c1=O,-1.4%,2.0,9.3,-10.3%,u,8.8,-5.6%,2.3%,9.7,-3.2%,-10.9%
C#CCn1cc(/C=C2\NC(=O)NC2=O)c2ccccc21,-0.9%,1.6,7.2,x,0.0%,-0.9,-6.3%,-2.8%,-3.4,4.5%,-2.4%
Cc1ccc(NC(=O)C2CCN(S(=O)(=O)c3ccc4c(c3)NC(=O)C(C)S4)CC2)cc1Cl (configuration not stated),3.1%,x,-36.0,x,-0.1%,14.8,u,1.3%,-11.2,-2.8%,11.7%
COc1ccc(C2CC(=O)C(C=NCCN3CCN(C(=S)Nc4ccccc4)CC3)=C(O)C2)cc1 (configuration not stated),-0.9%,12.7,-9.8,-12.4%,-0.5%,-13.1,-1.2%,-0.6%,-1.4,4.0%,-7.9%
CCOc1c(Cl)cc(C(=O)Nc2cccc(C(=O)O)c2)cc1Cl,-2.0%,3.7,-2.3,0.0%,-0.1%,-25.0,-28.2%,5.1%,3.1,5.4%,u
Cc1cc(=O)n2nc(N3CCCC(C(=O)N4CCN(C)CC4)C3)sc2n1 (configuration not stated),-4.3%,-3.1,6.5,-6.0%,-0.5%,-4.7,1.4%,0.6%,-4.3,-27.7%,-4.7%
CC(C)(C)S(=O)(=O)c1cnc2c(S(=O)(=O)c3ccccc3)cnn2c1N,0.0%,-1.3,-20.9,10.8%,0.0%,0.7,-5.9%,2.9%,-2.1,3.9%,0.6%
CC(C)COc1ccc(C(=O)OCC(=O)NCCC2=CCCCC2)cc1,x,x,-2.5,x,0.2%,-2.0,2.8%,-2.3%,-32.4,10.5%,-18.8%
O=C(Nc1cccnc1)c1cc(-c2ccc(Cl)cc2)on1,-0.3%,0.1,-49.3,-1.2%,0.1%,-1.9,-24.5%,-1.0%,-6.8,1.0%,u
COc1cc(CNCCCN2CCOCC2)c(Br)cc1OCC(=O)Nc1ccccc1C,0.2%,-1.3,1.5,-0.5%,13.5%,-1.7,-4.1%,2.1%,-2.0,-3.2%,u
COc1ccc(OC)c(C(=O)COC(=O)c2ccc([N+](=O)[O-])o2)c1,x,x,-5.0,x,-0.9%,-0.3,-26.5%,3.4%,-1.9,6.2%,-7.0%
Cc1cc(C)c(C)c(S(=O)(=O)NCC(=O)Nc2ccc(F)cc2)c1C,4.1%,x,11.9,-3.2%,-0.4%,2.4,-6.0%,-1.4%,-15.4,-18.9%,u
COc1ccc(S(=O)(=O)N2CCOC2CNC(=O)C(=O)NCc2cccnc2)cc1C (configuration not stated),-1.5%,-1.9,-0.6,1.2%,0.5%,10.7,-0.3%,4.3%,-14.0,-8.0%,u
COc1ccc(OCCOc2ccc(S(=O)(=O)N3CCCC3)cc2C(N)=O)cc1,x,x,u,x,0.2%,-4.9,1.8%,1.5%,1.2,8.5%,9.3%
CC(C)[C@H](NC(=O)c1ccccc1)C(=O)OCC(=O)N1CCCc2ccccc21,3.8%,-11.5,-3.5,4.7%,-0.5%,3.2,8.3%,1.4%,-3.9,7.4%,u
Cc1cc(C(=O)NCCCn2ccnc2)sc1-c1ccccc1,0.8%,1.8,-14.9,-2.3%,-0.1%,31.9[activator],x,3.5%,1.3,15.6%,-10.2%
CC(=O)NCCc1ccc(S(=O)(=O)Nc2ccc(NC(=O)c3ccc(F)cc3)cc2)cc1,-1.6%,-7.2,-1.6,1.1%,-0.3%,9.9,-0.9%,3.4%,0.4,-1.1%,4.2%
CC(C)[C@H](NC(=O)c1ccccc1F)C(=O)OCC(=O)NC(=O)NC1CCCCC1,x,x,-0.3,x,-0.1%,-17.5,-1.6%,0.5%,51.2,-0.8%,u
Cc1c([N+](=O)[O-])c([N+](=O)[O-])nn1CC(=O)N1CCCCC1,1.2%,-0.9,-3.5,-0.5%,-3.7%,-12.5,7.4%,-2.0%,2.1,-2.1%,7.5%
CCCCCn1c(=O)[nH]c2cc(C(=O)NCCCN3CCCCC3CC)ccc2c1=O (configuration not stated),14.7%,0.8,-3.3,0.1%,0.1%,-4.2,-12.4%,-1.1%,5.8,-0.4%,-9.6%
COc1ccc(OC)c(NC(=O)c2ccccc2SC)c1,0.9%,1.7,-13.5,2.9%,-0.1%,-1.7,x,-1.2%,-0.8,15.2%,0.2%
CCOc1cccc(CN2CCN(Cc3ccc(C)o3)C(CCO)C2)c1O (configuration not stated),-0.1%,-0.4,-0.3,0.4%,0.4%,-4.1,-1.4%,-0.7%,3.3,0.8%,-4.6%
CC1=CC(C)(C)C(C(=O)O)C(C(=O)O)C1 (configuration not stated),2.4%,2.0,3.0,-20.4%,0.2%,0.6,-1.9%,4.4%,-108.7*,-6.7%[15.4 µM],3.3%
COc1ccc(C(=O)Nc2cc3c(cc2C#N)OCO3)cc1S(=O)(=O)N1CCN(C)CC1,0.2%,1.5,4.5,0.5%,0.0%,-2.9,-9.3%,1.5%,3.3,4.4%,-0.2%
COC(=O)c1ccccc1NC(=O)c1ccc(COc2ccc(C)c(C)c2)o1,x,0.9,-1.3,-0.6%,-1.0%,-1.0,13.4%,3.0%,4.2,-10.6%,1.2%
COc1cccc(CN(Cc2cccnc2)S(=O)(=O)c2ccc(-n3cnnn3)c(C)c2)c1OC,5.2%,-0.2,-20.9,5.9%,-0.5%,-11.5,-4.5%,1.4%,-10.2,-15.7%,u
COc1ccc(C(=O)NC2CCCCCC2)cc1S(=O)(=O)Nc1ccc(Br)cc1,0.0%,0.2,-80.4*,-8.5%,0.4%,-1.3,17.1%,-0.2%,-7.0,-16.9%,-11.4%
CCc1nn2c(N)c(/C=C3\C=Nc4ccccc43)c(=O)nc2s1,0.8%&3.1%,2.8&2.4,-5.1&9.2,13.5%&23.7%,-0.6%&-1.6%,23.4&-6.6,9.0%&1.4%,-1.4%&0.4%,-0.8&2.2,18.4%&1.4%,u
O=c1[nH]c2cccnc2n1-c1cccc([N+](=O)[O-])c1,x,5.1,-27.8,2.0%,2.8%,u,-3.0%,2.4%,-12.8,-5.1%,0.9%
COc1ccc(CNc2nc(C)c([N+](=O)[O-])c(C)c2C#N)cc1,-2.5%,3.6,-28.9,9.8%,-0.1%,13.0,12.2%,0.8%,17.2,-5.0%,u
